High-throughput results from PubChem BioAssay.
Mtb BioA inh: BioA (M. tuberculosis) enzyme inhibition; 360,000 tested, 0.096% active; inhibition, % at 9.99 µM; AID 602481; purified M. tuberculosis BioA enzyme, plate reader; in the data active means inhibition above about 40%; inconclusive means no clear call, values can overlap the other calls
Rv3671c protease: inhibits the M. tuberculosis serine protease Rv3671c | inhibition, % at 5.96 µM | 320,000 tested, 0.048% active; in the data active means inhibition above about 38%;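 further: extracellular domain of Rv3671c used as enzyme; 0% = enzyme with DMSO and 100% = no enzyme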
Target sequence (P9WHR9 whole entry, looked up, the tested form may be a part): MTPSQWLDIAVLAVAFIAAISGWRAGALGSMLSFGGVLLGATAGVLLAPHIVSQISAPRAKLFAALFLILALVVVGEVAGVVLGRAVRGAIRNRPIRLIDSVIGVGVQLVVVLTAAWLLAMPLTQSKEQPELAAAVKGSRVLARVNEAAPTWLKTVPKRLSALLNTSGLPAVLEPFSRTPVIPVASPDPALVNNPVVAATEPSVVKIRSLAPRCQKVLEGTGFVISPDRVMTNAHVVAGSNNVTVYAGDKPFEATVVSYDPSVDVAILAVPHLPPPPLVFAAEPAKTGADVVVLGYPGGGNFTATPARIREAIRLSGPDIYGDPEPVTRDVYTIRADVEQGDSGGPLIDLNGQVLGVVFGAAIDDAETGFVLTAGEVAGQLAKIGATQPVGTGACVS
GDH-TPI inh: GDH-TPI coupled enzyme inhibition counter-screen; GDH-TPI coupled enzyme counterscreen, NADH absorbance; inhibition, % at 4.8 µM; 360,000 tested, 1.2% active; AID 588335; in the data active means inhibition above about 30%;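 further: 0% = DMSO wells and 100% = wells lacking the enzyme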
FBA Mtb inh: inhibitors of M. tuberculosis fructose-bisphosphate aldolase; P9WQA3; purified M. tuberculosis FBA, fluorescence read-out; inhibition, % at 1 µM; 360,000 tested, 2.3% active; AID 588726; in the data active means inhibition above about 27%;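 further: 0% = vehicle and 100% = reference inhibitor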
MazF activator: increases E. coli MazEF RNase cleavage of RNA; P0AE70; FAM/BHQ RNA-DNA oligo cleavage fluorescence, 5 h; activation, % at 20 µM; 350,000 tested, 0.32% active; AID 504720; in the data active means activation above about 50%
UGM FP inh: inhibitors of M. tuberculosis UDP-galactopyranose mutase. 320,000 tested, 0.06% active. inhibition, % at 10 µM. AID 504406. purified UGM, fluorescence polarization probe displacement; in the data active means inhibition above about 10%, passing the limit was not always enough; inconclusive means no clear call, values can overlap the other calls
Target sequence (P9WIQ1 whole entry, looked up): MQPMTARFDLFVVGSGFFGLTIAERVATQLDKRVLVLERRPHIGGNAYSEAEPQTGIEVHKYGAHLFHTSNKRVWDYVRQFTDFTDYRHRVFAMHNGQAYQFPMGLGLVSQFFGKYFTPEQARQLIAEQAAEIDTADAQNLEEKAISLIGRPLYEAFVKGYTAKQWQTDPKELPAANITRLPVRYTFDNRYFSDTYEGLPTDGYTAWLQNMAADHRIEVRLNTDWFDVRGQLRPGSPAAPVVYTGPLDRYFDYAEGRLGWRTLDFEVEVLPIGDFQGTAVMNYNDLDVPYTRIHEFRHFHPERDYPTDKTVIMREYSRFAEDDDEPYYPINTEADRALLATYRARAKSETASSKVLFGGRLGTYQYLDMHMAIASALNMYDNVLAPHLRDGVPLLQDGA
PrPC TRFRET: cell surface PrPC inhibition, primary TR-FRET screen; P04156; TR-FRET read-out; inhibition, % at 13.8 µM; 370,000 tested, 0.43% active; in the data active means inhibition above about 24%; further: 0% = median of the test wells and 100% = reference compound wells
BoNT F protease: BoNT F light chain protease inhibition; 360,000 tested, 0.22% active; inhibition, % at 10 µM; Multiplex microsphere protease cleavage assay, flow cytometry; in the data active means inhibition above about 35%, passing the limit was not always enough; inconclusive means no clear call, values can overlap the other calls; further: plate controls were buffer without enzyme for full effect and enzyme alone for no effect
FadD28 binding: blocks FadD28 binding to the bisubstrate probe | fluorescence polarization | inhibition, % at 12.5 µM | 360,000 tested, 0.22% active | AID 588549; in the data active means inhibition above about 8.5%, passing the limit was not always enough; inconclusive means no clear call, values can overlap the other calls
* hit, by the source's call; ? = inconclusive; · = not tested or not shown; & = joins results of further samples.

SMILES | Mtb BioA inh | Rv3671c protease | GDH-TPI inh | FBA Mtb inh | MazF activator | UGM FP inh | PrPC TRFRET | BoNT F protease | FadD28 binding
Cc1ccc(NC(=O)c2cc(S(=O)(=O)N3CCCC3)cn2C)cc1 | -1.4 | 2 | -7 | -2 | 10 | -0.6 | 6 | -4 | -2.9
Cc1[nH]nc2c1C(C(C)C)C(C#N)=C(N)O2 (stereo unspecified) | -4.8 | -4 | 1 | 1 | -1 | 0.9 | 5 | -1 | -0.3
Cc1ccccc1-c1n[nH]c(=S)n1/N=C/c1c(C)nn(-c2ccccc2)c1C | 0.3 | -7 | 5 | -2 | -11 | -3.1 | 5 | 2 | -1.3
CCOc1ccc2nc(NC(=O)CN3CCN(CC)CC3)sc2c1 | 0.2 | · | 20 | -5 | 5 | -2.4 | 9 | ? | -4.5
CCC(=O)NC(=S)Nc1ccc(NC(=O)c2cc3ccccc3o2)c(OC)c1 | · | -7 | 32* | 1 | -33 | -0.2 | 7 | -4 | -2.1
O=[N+]([O-])c1cc(Cl)ccc1N1CCCC1 | -1.4 | 6 | -1 | 0 | -1 | -0.2 | 1 | -3 | -2.0
CCOC(=O)C1=C(C)N(Cc2ccc(C(=O)O)cc2)C(=O)NC1c1ccc([N+](=O)[O-])cc1 (stereo unspecified) | -2.6 | 6 | 9 | -1 | 7 | 0.9 | -6 | -2 | -2.2
O=C(CN1CCC(O)(c2ccc(F)cc2)CC1)NCc1ccc(F)cc1 | -1.1 | -4 | 10 | 1 | -10 | 3.1 | -13 | -2 | -0.4
COc1cc(C(=O)NNC(=O)CNC(=O)c2ccc(Br)o2)cc(OC)c1OC | -2.1 | 2 | 9 | 3 | 4 | 2.3 | -3 | -6 | -2.6
COc1cccc(CNC(=O)CCC2CCCN(C(=O)c3ccc(OC)o3)C2)c1 (stereo unspecified) | 1.3 | -1 | 16 | 1 | -7 | 0.8 | 0 | -13 | -1.1
Nc1nc2n(n1)C(c1ccco1)CC(c1ccc(Cl)cc1)N2 (stereo unspecified) | -3.0 | 5 | -3 | -1 | 2 | -2.0 | 4 | -4 | -5.2
CC(C)NC(=O)c1cc2c(C(F)(F)F)nn(C)c2s1 | -0.6 | -3 | 12 | -1 | 1 | 3.5 | 3 | 4 | -0.9
CCCC(C)C(=O)Nc1ccc(F)c(Cl)c1 (stereo unspecified) | · | -1 | 0 | 0 | 10 | -1.1 | 1 | -8 | -0.9
O=C(NCc1ccccn1)c1cc(-c2ccc(Br)cc2)nc2ccccc12 | -1.1 | -17 | 9 | 5 | -3 | -1.9 | -2 | -13 | -1.9
O=C1c2ccccc2NC(c2ccccn2)N1c1ccccc1F (stereo unspecified) | 0.6 | 0 | 3 | 62* | 2 | -0.1 | -9 | -3 | -1.2
COc1ccc(CNCCc2ccccc2F)c(OC)c1C | 0.4 | 0 | 1 | 1 | 16 | 1.9 | -10 | -18 | -1.2
CC(C)C(NC(=O)c1c(F)cccc1F)C(=O)NCCc1ccc(S(N)(=O)=O)cc1 (stereo unspecified) | -2.1 | -5 | -1 | -4 | 0 | -0.3 | 0 | -5 | -4.2
COc1cccc(CN2CCC2(C)C(=O)Nc2cnc3ccccc3c2)c1F (stereo unspecified) | -0.3 | · | -6 | -4 | · | · | 1 | -2 | -10
O=C(COc1ccccc1)Nc1ncn[nH]1 | -1.6 | -6 | 5 | 4 | 3 | 0.1 | 1 | -3 | -1.1
CN1CCC[C@H]1c1cccnc1 | 0.1&-0.4 | 9&-2 | -2&0 | -2&2 | 3&-1 | -1.5&1.8 | 10&4 | 4&-6 | -1.8&-3.1
CCN(CC)Cc1c(O)ccc2c(=O)c(-c3ccc4c(c3)OCCO4)coc12 | -0.3 | 5 | 31* | 23 | 6 | -0.6 | -1 | -5 | -0.1
CN(C)/C=C/C(=O)C(Cl)(Cl)Cl | · | 0 | -4 | 3 | -5 | -0.3 | -7 | 2 | -3.9
Cc1c(C)c2ccc(OCC(=O)N3C[C@H]4C[C@@H](C3)c3cccc(=O)n3C4)cc2oc1=O | 1.5 | -7 | 23 | 60* | 3 | 1.5 | -6 | -5 | 0.0
COc1cccc(-c2nc(SCC(=O)Nc3nc(-c4ccccc4)c(C)s3)[nH]c(=O)c2C#N)c1 | · | -38 | 6 | 1 | 2 | -0.1 | 2 | -10 | -0.3
CN(C)CCNC(=O)/C=C/c1cn(-c2ccccc2)nc1-c1cc2ccccc2oc1=O | 2.0 | 1 | -1 | 0 | 7 | -1.5 | 3 | 2 | -0.1
O=C(NCCCN1CCOCC1)c1ccc2c(c1)N(Cc1ccc(Cl)cc1)C(=O)c1ccccc1S2=O (stereo unspecified) | -2.0 | -4 | 3 | 6 | -22 | -0.8 | -8 | -6 | -3.2
COc1cc2c(cc1CNC[C@H]1O[C@@H](n3cc(C)c(=O)[nH]c3=O)C[C@@H]1O)OCO2 | -0.2 | · | -3 | -2 | 9 | · | -4 | -6 | -2.7
Cn1c(=O)c2[nH]c(C3CCC3)nc2n(C)c1=O | · | · | 3 | 4 | -10 | · | 5 | -2 | -1.3
CCOc1ccc(Nc2nc(Cl)nc(NCCO)n2)cc1 | · | -1 | 5 | 2 | -6 | 1.8 | 9 | 3 | -3.6
CC1(C(=O)NS(=O)(=O)c2ccccc2Cl)CCN1C(=O)Cc1ccccc1Cl (stereo unspecified) | -1.2 | · | 4 | 3 | · | · | 6 | -2 | -0.9

For reference, some entries already given.
SMILES | Mtb BioA inh | Rv3671c protease | GDH-TPI inh | FBA Mtb inh | MazF activator | UGM FP inh | PrPC TRFRET | BoNT F protease | FadD28 binding
O=C(COc1ccccc1)Nc1ncn[nH]1 | -1.6 | -6 | 5 | 4 | 3 | 0.1 | 1 | -3 | -1.1
CN1CCC[C@H]1c1cccnc1 | 0.1&-0.4 | 9&-2 | -2&0 | -2&2 | 3&-1 | -1.5&1.8 | 10&4 | 4&-6 | -1.8&-3.1
CCN(CC)Cc1c(O)ccc2c(=O)c(-c3ccc4c(c3)OCCO4)coc12 | -0.3 | 5 | 31* | 23 | 6 | -0.6 | -1 | -5 | -0.1
CN(C)/C=C/C(=O)C(Cl)(Cl)Cl | · | 0 | -4 | 3 | -5 | -0.3 | -7 | 2 | -3.9
Cc1c(C)c2ccc(OCC(=O)N3C[C@H]4C[C@@H](C3)c3cccc(=O)n3C4)cc2oc1=O | 1.5 | -7 | 23 | 60* | 3 | 1.5 | -6 | -5 | 0.0
COc1cccc(-c2nc(SCC(=O)Nc3nc(-c4ccccc4)c(C)s3)[nH]c(=O)c2C#N)c1 | · | -38 | 6 | 1 | 2 | -0.1 | 2 | -10 | -0.3
CN(C)CCNC(=O)/C=C/c1cn(-c2ccccc2)nc1-c1cc2ccccc2oc1=O | 2.0 | 1 | -1 | 0 | 7 | -1.5 | 3 | 2 | -0.1
O=C(NCCCN1CCOCC1)c1ccc2c(c1)N(Cc1ccc(Cl)cc1)C(=O)c1ccccc1S2=O (stereo unspecified) | -2.0 | -4 | 3 | 6 | -22 | -0.8 | -8 | -6 | -3.2
COc1cc2c(cc1CNC[C@H]1O[C@@H](n3cc(C)c(=O)[nH]c3=O)C[C@@H]1O)OCO2 | -0.2 | · | -3 | -2 | 9 | · | -4 | -6 | -2.7
Cn1c(=O)c2[nH]c(C3CCC3)nc2n(C)c1=O | · | · | 3 | 4 | -10 | · | 5 | -2 | -1.3
CCOc1ccc(Nc2nc(Cl)nc(NCCO)n2)cc1 | · | -1 | 5 | 2 | -6 | 1.8 | 9 | 3 | -3.6
CC1(C(=O)NS(=O)(=O)c2ccccc2Cl)CCN1C(=O)Cc1ccccc1Cl (stereo unspecified) | -1.2 | · | 4 | 3 | · | · | 6 | -2 | -0.9

Whole records, quoted from the list:
CN1CCC[C@H]1c1cccnc1 is listed with Mtb BioA inh = 0.1&-0.4; Rv3671c protease = 9&-2; GDH-TPI inh = -2&0; FBA Mtb inh = -2&2; MazF activator = 3&-1; UGM FP inh = -1.5&1.8; PrPC TRFRET = 10&4; BoNT F protease = 4&-6; FadD28 binding = -1.8&-3.1
COc1cc2c(cc1CNC[C@H]1O[C@@H](n3cc(C)c(=O)[nH]c3=O)C[C@@H]1O)OCO2 is listed with Mtb BioA inh = -0.2; Rv3671c protease = ·; GDH-TPI inh = -3; FBA Mtb inh = -2; MazF activator = 9; UGM FP inh = ·; PrPC TRFRET = -4; BoNT F protease = -6; FadD28 binding = -2.7
